High-throughput results as filed in PubChem.
S3 lipid droplet = qHTS Assay for Lipid Storage Modulators in Drosophila S3 Cells | Drosophila S3 cells, BODIPY lipid droplet fluorescence, 18-24 h; cells fed with added oleic acid | AID 2685, 2010 | 0.64% of 320,000 active | lipid storage change, negative = inhibition, % at the top dose, mostly 46.1 µM; hits show Potency in µM; active means well fitted inhibition curve with a large enough effect in the signal ratio, with a control signal flat, not every such curve was filed as active; inconclusive means small, poorly fitted or top-dose-only effect, or effect the other way, or a change in a side signal; the % refers to the signal ratio
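Drosophila S3 cells got compounds at several concentrations plus oleic acid (400 uM solution). Laser-scanning cytometry with 488 nm excitation read lipid droplets at 500-530 nm and cells at 575-640 nm. Percent activity was relative to 20 uM Triacsin C.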
S3 lipid droplet cell count max = recorded beside S3 lipid droplet, whose call it bears; cell number change, %; measured here: cell count max response;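 cells counted by Cell Tracker Red CMTPX staining in the red channel; peak over a dose series mostly up to 46.1 µM; percent activity relative to internal control wells on each plate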
An asterisk follows results filed as active; i = inactive; ? = inconclusive; / = no result given. On the % scale 0 is the no-effect control and ±100 the full control effect; potency means the concentration at half of the fitted maximal effect. These rows are one share of the data, so the mix of outcomes need not match the whole.

Sample of the layout, five compounds:
SMILES | S3 lipid droplet | S3 lipid droplet cell count max
CC(=O)Nc1cccc(Oc2ccc([N+](=O)[O-])cc2Cl)c1 | ? | /
CCCn1c(SCC(=O)Nc2nccs2)nnc1-c1cccnc1 | 14% | 1
O=C(NC1CCS(=O)(=O)C1)c1ccc(-c2ccc(Br)cc2)o1 (stereo not given) | i | -23
Cc1c(Cc2ccccc2)c(NCCCO)n2c(nc3ccccc32)c1C#N | ? | /
CSc1ccccc1C(=O)Nc1nc2ccccc2c(=O)[nH]1 | 3% | 6

Results, previewed entries included:
SMILES | S3 lipid droplet | S3 lipid droplet cell count max
CC(=O)Nc1cccc(Oc2ccc([N+](=O)[O-])cc2Cl)c1 | ? | /
CCCn1c(SCC(=O)Nc2nccs2)nnc1-c1cccnc1 | 14% | 1
O=C(NC1CCS(=O)(=O)C1)c1ccc(-c2ccc(Br)cc2)o1 (stereo not given) | i | -23
Cc1c(Cc2ccccc2)c(NCCCO)n2c(nc3ccccc32)c1C#N | ? | /
CSc1ccccc1C(=O)Nc1nc2ccccc2c(=O)[nH]1 | 3% | 6
CCCc1c(C(=O)O)cnn1-c1ccc(Cl)cc1 | 2% | 12
CC(CN1CCCCC1)C(=O)NNC(=O)C12CC3CC(CC(C3)C1)C2 (stereo not given) | ? | /
S=C(Nc1ccc2nsnc2c1)N1CCCCCC1 | ? | /
O=C(O)C1C2C=CC(C2)C1C(=O)NCc1ccc2c(c1)OCO2 (stereo not given) | i | 14
COc1ccc(CCNCC(=O)Nc2ccc(C(=O)N3CCCCC3)cc2)cc1 | ? | /
Cc1cc(C)nc(SC/C=C/c2ccccc2)n1 | i | -5
CNC(=S)N(Cc1cc2cc(C)ccc2n2nnnc12)CC(C)(C)CN(C)C | i | 10
O=C(/C=C/c1ccco1)Nc1ccccc1N1CCOCC1 | 14% | 8
CCc1nc(C)c(C#N)c2cc(OC)c(OC)cc12 | i | -18
Cc1ccc(Nc2nc3nonc3[nH]c2=O)cc1C | ? | /
FC(F)(F)c1cccc(-c2nc(COc3ccc(Cl)cc3Cl)no2)c1 | ? | /
Cn1c(=O)n(C)c2cc(S(=O)(=O)N3CCCCC3)ccc21 | ? | /
Cc1ccc(-c2nc3c(c(=O)[nH]c(=O)n3CC(C)C)n2CC(C)C)cc1[N+](=O)[O-] | ? | /
Cc1cnc(C(=O)Nc2cc(F)ccc2C)cn1 | ? | /
CCCCCCOc1ccc(N2C(=O)CC(S/C(N)=N/N=C(\C)c3cccs3)C2=O)cc1 (stereo not given) | ? | /
COc1cc(-c2cc3nc(C)c(C)c(=O)n3[nH]2)cc(OC)c1OC | ? | /
CCc1ccc(S(=O)(=O)N2CCN(Cc3ccco3)CC2)cc1 | ? | /
O=C(c1ccoc1)N1CCC2(CC1)Oc1ccc(F)cc1C(=O)C21CC(c2cccnc2)=NO1 (stereo not given) | 2% | 5
CC1=C(C(=O)OC2CCC(C)CC2)C(c2ccc(O)c([N+](=O)[O-])c2)NC(=O)N1 (stereo not given) | ? | /
COc1cc(C(=O)NCc2nnc(SCC(=O)c3ccccc3)o2)cc(OC)c1OC | ? | /

Complete entries from above:
CCCn1c(SCC(=O)Nc2nccs2)nnc1-c1cccnc1 is listed as S3 lipid droplet = 14%; S3 lipid droplet cell count max = 1
CNC(=S)N(Cc1cc2cc(C)ccc2n2nnnc12)CC(C)(C)CN(C)C is listed as S3 lipid droplet = i; S3 lipid droplet cell count max = 10
Cc1cc(C)nc(SC/C=C/c2ccccc2)n1 is listed as S3 lipid droplet = i; S3 lipid droplet cell count max = -5

(list continues)
SMILES | S3 lipid droplet | S3 lipid droplet cell count max
Cc1ccc2[nH]cc(C(=O)CN3CCC4(CC3)OCCO4)c2c1 | 7% | 0
O=[N+]([O-])c1ccc(N2CCCCC2)nc1 | -1% | -15
Cc1cc(C(F)F)n2nc(C(=O)Nc3ccccc3F)nc2n1 | 18% | 25
CCOc1ccccc1NC(=O)c1oc2ccccc2c1NC(=O)C1CCCO1 (stereo not given) | ? | /
COc1cc(C(=O)Nc2c(C)cc(C)cc2C)c([N+](=O)[O-])cc1OC | ? | /
CC(=C/c1ccccc1)/C=N/Nc1nc(N2CCCCC2)nc(N2CCCCC2)n1 | ? | /
CCOC(=O)N1CCN(S(=O)(=O)N2CCCC(C(=O)NCCCN3CCCCC3)C2)CC1 (stereo not given) | ? | /
Cc1nn(-c2nc3ccccc3[nH]2)c(N)c1-c1ccc(Cl)cc1 | ? | /
COC(=O)CN=Cc1c(O)n(-c2ccc(Cl)cn2)c(=O)c2ccccc12 | ? | /
O=C(NC1CCCC1)C(c1ccccn1)N(C(=O)c1csnn1)c1ccccc1F (stereo not given) | ? | /
CC(=O)Nc1ccc(/C(C)=N\NC(=O)c2ccc(-c3ccccc3)cc2)cc1 | 3% | 8
CCCC(=O)Nc1nc2n(n1)C(c1ccccc1)CC(=O)N2 (stereo not given) | -6% | 3
CCC1(CC)NC(=O)N(CC(=O)OCC(=O)Nc2ccccc2OC(F)F)C1=O | ? | /
CCOC(=O)CSc1nc(-c2ccccc2)cc(C(F)(F)F)n1 | 10% | -2
O=C(CN1CCOCC1)Nc1ccc(Oc2ccccc2)cc1 | 14% | -1
COc1cc([N+](=O)[O-])ccc1NC(=S)NC(=O)CC(C)(C)C | ? | /
CCOc1ccc(C(=O)CCC(=O)NCC(=O)OCc2ccccc2)cc1OCC | i | 6
O=C1c2ccccc2C(=O)N1CCCCCCc1ccccc1 | ? | /
Cn1c(N)c(C(=O)COC(=O)c2cc(C(F)(F)F)nc3ccccc23)c(=O)n(Cc2ccccc2)c1=O | ? | /
COc1ccc(/C=N/NC(N)=S)cc1 | ? | /
O=c1[nH]c(C2CCCN(S(=O)(=O)c3ccccc3)C2)nc2c1nnn2Cc1ccc2c(c1)OCCO2 (stereo not given) | ? | /
CCOC(=O)c1c(/N=C/N(C)C)sc(/C=N/Nc2ccccc2)c1-c1ccc(Cl)cc1 | ? | /
CCn1c(C)[n+](CC)c2ccc(S(=O)(=O)N(C)C)cc21 | 2% | 5
Cc1ccc(-c2nnc(C)c(N3CCCC3)n2)cc1 | ? | /
CCOC(=O)C(NC(=O)CC)(Nc1ccccc1OC)C(F)(F)F (stereo not given) | ? | /

Pulled by compound from above:
SMILES | S3 lipid droplet | S3 lipid droplet cell count max
CSc1ccccc1C(=O)Nc1nc2ccccc2c(=O)[nH]1 | 3% | 6
CCOC(=O)CSc1nc(-c2ccccc2)cc(C(F)(F)F)n1 | 10% | -2
COc1cc(-c2cc3nc(C)c(C)c(=O)n3[nH]2)cc(OC)c1OC | ? | /
CCCn1c(SCC(=O)Nc2nccs2)nnc1-c1cccnc1 | 14% | 1
COC(=O)CN=Cc1c(O)n(-c2ccc(Cl)cn2)c(=O)c2ccccc12 | ? | /
Cc1cnc(C(=O)Nc2cc(F)ccc2C)cn1 | ? | /
CCc1nc(C)c(C#N)c2cc(OC)c(OC)cc12 | i | -18

(continued)
SMILES | S3 lipid droplet | S3 lipid droplet cell count max
COC(=O)c1cccc(COC(=O)c2cc3ccccc3oc2=O)c1 | i | 17
COCc1[nH]nc2c1C(c1ccc(F)cc1F)C(C#N)=C(N)O2 (stereo not given) | 24% | 2
COC(=O)c1ccc(CSc2nnc(N)s2)cc1 | 21% | 1
Cc1cccc(NC(=S)N(CCN2CCOCC2)Cc2ccccc2F)c1 | ? | /
Nc1nonc1-c1nc2ccccc2n1CC(=O)Nc1ccccc1 | 20% | 24
Cc1nnsc1-c1c(C(=O)N2CCOCC2)c(C)nn1-c1ccccc1 | -2% | /
O=C(CSc1nc(-c2ccco2)cc(C(F)(F)F)n1)NCCN1CCOCC1 | -12% | 5
N#CCCNC(=O)CCN1CCOCC1 | ? | /
Cc1ccc(NC2=CC(=O)CC(c3ccco3)C2)c(N)c1 (stereo not given) | 9% | -6
CCc1nnc(NC(=O)CCC(=O)N2CCN(CCc3ccccc3)CC2)s1 | 9% | -1
Cc1cc(=O)[nH]c2nnc(-c3ccc(Cl)cc3)n12 | 3% | 16
Cc1ccc(-n2c(-c3ccc(Br)cc3)c[n+]3c2CCc2ccc4cccnc4c2-3)cc1 | ? | /
CC(=O)N1c2ccc(S(=O)(=O)N3CCCC3)cc2CC1C(=O)NCc1ccccc1F (stereo not given) | ? | /
O=C(Cc1ccccc1)Nc1ccc2oc(=O)ccc2c1 | 27% | 10
CCOC(=O)CSc1nnc(-c2cccc(Cl)c2)n1CC | ? | /
C=CC[N@@+]12CC[C@]34c5ccccc5N5/C=C6\C7N(/C=C(\C53)[C@@H](C[C@@H]41)/C(=C/CO)C2)c1ccccc1[C@@]71CC[N@@+]2(CC=C)C/C(=C\CO)[C@@H]6C[C@@H]12 (stereo not given in full) | -1% | -16
COc1ccc(/C=N/NC(=O)c2ccccc2F)cc1CN1CCN(c2ccc(F)cc2)CC1 | 4% | /
COc1ccc(/C=N/NC(=S)Nc2ccccc2)cc1COc1ccccc1F | ? | /
CS(=O)(=O)c1ccc2nnn(OCC(=O)Nc3ccc(Br)cc3Br)c2c1 | ? | /
Cc1ccc(C(=O)Nc2ccccc2C(=O)N2CCN(c3ccccc3)CC2)cc1 | i | 2
COc1ccc(C(O)(C2CCCCC2)C(CN2CCCC2)c2ccccc2)cc1 (stereo not given) | i | -16
Cc1ccc(NC2=NCC(=O)N2c2ccc3c(c2)OCCO3)c(C)c1 | 3% | 0
Cc1nc(-c2cccc(S(=O)(=O)N3CC(C)CC(C)C3)c2)cs1 (stereo not given) | ? | /
COC(=O)CCC(=O)Nc1c(C)n(C)n(-c2ccccc2)c1=O | 11% | 1
COc1cccc(COC(=O)c2nn(-c3ccccc3)nc2N)c1 | ? | /

Further entries follow.
SMILES | S3 lipid droplet | S3 lipid droplet cell count max
NS(=O)(=O)c1cccc2cccnc12 | ? | /
CCOC(=O)c1c(C)oc(/N=C/c2ccccc2O)c1C#N | ? | /
COC(=O)C(NS(=O)(=O)c1ccccc1Br)C(C)C (stereo not given) | -1% | /
CCOC(=O)[C@@H]1[C@H]2COc3ccccc3[C@@H]2N2C(=O)N(c3ccc(F)cc3)C(=O)[C@@]12C | i | -1
COc1ccccc1C(=O)N/C(=C/c1ccco1)C(=O)Nc1ccc(C(=O)O)cc1 | ? | /
O=c1[nH]c(=O)n(Cc2ccccc2)c2nc(-c3ccco3)cc(C(F)(F)F)c12 | ? | /
CCCCn1cnc2c([nH]c3ccccc32)c1=O | 11% | -13
Cc1ccc(CNC(=O)c2ccc(S(=O)(=O)Nc3c(C)n(C)n(-c4ccccc4)c3=O)cc2)cc1 | 15% | -1
COc1cccc(N2CCN(C(=O)c3cc4c(OC)c(OC)c(OC)cc4[nH]3)CC2)c1 | 5% | 5
Cc1ccc(-c2nc(CS(=O)(=O)CC(=O)NC3CCC(C)CC3)c(C)o2)cc1 (stereo not given) | i | -19
Cc1ccc(NC(=O)CN(C)C(=O)Nc2ccc(C)cc2)cc1 | 14% | -4
COc1cccc2c1C(=O)CC2NC(=O)C(F)(F)F (stereo not given) | ? | /
NC(=O)c1c(-c2cccs2)csc1N | i | /
O=C(COc1ccccc1)Nc1cccc(-c2nn[nH]n2)c1 | 4% | 3
CC(=O)Nc1ccc(S(=O)(=O)N(C)CC(=O)OCC(=O)Nc2cccnc2Cl)cc1 | ? | /
CC1CCCCN1C(=O)CSc1nc(C2CC2)nc2c1cnn2-c1ccccc1 (stereo not given) | ? | /
O=C(NNC(=O)c1ccccc1[N+](=O)[O-])c1ccc(NS(=O)(=O)c2cccs2)cc1 | ? | /
N#C/C(=C\c1cccnc1)c1ccccn1 | ? | /
CCC(=O)Nc1ccc(NC(=O)c2ccccc2Cl)nc1 | i | 7
CCOC(=O)C(C)n1cnc2c(nnn2-c2ccc(OC)cc2)c1=O (stereo not given) | i | 6
